ATXN2 expr inh – Primary qHTS for Inhibitors of ATXN expression; AID 1745845, 2022; Potency, µM (series often up to 57 µM), without a hit: at the highest dose activity change, negative = inhibition, usual class: inhibitors; actives 0.72% (n = 360,000); HEK-293 ATXN2-luciferase reporter, luminescence, 24 h; further: potency means the concentration at half of the fitted maximal effect; on the % scale 0 is the no-effect control and ±100 the full control effect; nearly all actives have a fitted effect of over 55% in size
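qHTS (up to 57 uM final) was run with 24 h compound exposure of reporter cells at 37 °C. Each well was multiplexed: SteadyGlo luminescence measured ATXN2-luciferase expression after a fluorogenic Gly-Phe-AFC viability readout (25 uM final).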
ATXN viability – Viability Counterscreen for Primary qHTS for Inhibitors of ATXN expression. S2 cells (HEK-293 line with an ATXN2-luciferase reporter) viability, CellTiter-Fluor protease fluorescence, 24 h. Potency, µM (top dose mostly 56.7 µM), usual class: cytotoxic. actives 0.49% (n = 400,000). AID 651635, 2014; further: potency means the concentration at half of the fitted maximal effect; nearly all actives have a fitted effect of over 40% in size
IL1B secr inh – qHTS for Inhibitors of Inflammasome Signaling: IL-1-beta AlphaLISA Primary Screen; THP-1 LPS/ATP IL-1B secretion, AlphaLISA, 16 h; hits give low values; activity change, % at 57.5 µM; actives 4.7% (n = 360,000); in the data active means activity change below about -50%; inconclusive means mostly about -30% to -49%; further: on the % scale 0 is the no-effect control and ±100 the full control effect
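THP-1 cells pretreated 1 hr with compounds (up to 57.5 uM final), then stimulated with LPS (250 ng/mL final) plus ATP (1.25 mM final); secreted IL-1B measured by AlphaLISA after 16 hr, decreased signal indicating inhibition.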
HT1080 IDH1KD tx – qHTS for induction of synthetic lethality in tumor cells producing 2HG: qHTS for the HT-1080-IDH1KD cell line | HT-1080 IDH1 knockdown viability, ATP luminescence, 48 h | Potency, µM (highest dose often 46.1 µM), for the others: top-dose activity, negative = toxicity, usual class: cytotoxic | actives 2% (n = 360,000);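 further: potency means the concentration at half of the fitted maximal effect; 0% = DMSO wells and -100% = cell-free medium wells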
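After a 2 h attachment period, IDH1KD HT-1080 cells took pin-transferred compound for 48 h at 37 °C; ATP-based luminescence after 10 min room-temperature reagent incubation reported viability.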
MCF10A rereplic – A quantitative high throughput screen for small molecules that induce DNA re-replication in MCF 10a normal breast cells; AID 624296, 2012; MCF 10A DNA re-replication, Hoechst nuclear intensity, 48 h; actives 2.9% (n = 350,000); Potency, µM (doses to about 46.1 µM), without a hit: at the highest dose activity, positive = re-replication, actives largely listed as activators; further: potency means the concentration at half of the fitted maximal effect; % of control where 0% means no effect; nearly all actives have a fitted effect of over 50% in size
KB-3-1 cytotox – qHTS assay for MDR1-selective chemotherapeutics: Primary screen using the parental adenocarcinoma cell KB-3-1 | KB-3-1 viability, CellTiter-Glo ATP luminescence, 72 h | Potency, µM (top dose mostly 46.1 µM), for the others: at the highest dose activity change, negative = cytotoxic, most hits filed as cytotoxic | actives 1.4% (n = 400,000) | AID 1347075, 2019; further: potency means the concentration at half of the fitted maximal effect; on the % scale 0 is the no-effect control and ±100 the full control effect; nearly all actives have a fitted effect of over 60% in size
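Luminescent ATP read-out (CellTiter-Glo) measures survival of drug-naive KB-3-1 cells after 72 h compound exposure at 37 °C. Titration series was screened from lowest to highest concentration, with DMSO vehicle plates as background controls.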
HT1080NT lethal – qHTS for induction of synthetic lethality in tumor cells producing 2HG: qHTS for the HT-1080-NT fibrosarcoma cell line. Potency, µM (titrated, usually from 46.1 µM), for inactives: at the highest dose activity, negative = less viability, most hits filed as cytotoxic. AID 686970, 2013. HT-1080-NT fibrosarcoma viability, CellTiter-Glo ATP luminescence, 48 h. actives 1.6% (n = 360,000);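 further: NT is the 2HG producing partner of a matched IDH1 knockdown line; potency means the concentration at half of the fitted maximal effect; 0% = DMSO-treated cells and -100% = media-only wells without cells; nearly all actives have a fitted effect of over 55% in size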
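750 cells/well, RPMI + 5% FBS; 2 h settle, compound pin-transfer, 48 h at 37 degrees C. CellTiter-Glo 10 min RT, luminescence. Normalized to DMSO and media-only wells.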
HepG2 viability – qHTS for Inhibitors of TGF-b: Cytotox Counterscreen. HepG2 CAGA-GFP viability, ATP luminescence, 18 h. Potency, µM (titrated, usually from 46.1 µM), for inactives: top-dose activity change, negative = cytotoxicity, hits mostly cytotoxic. actives 0.76% (n = 410,000); further: potency means the concentration at half of the fitted maximal effect; some results filed as inactive show a strong effect at the top dose
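HepG2 CAGA-GFP cells (1000/well, DMEM with 1% FBS) received compound, then TGF-beta at 500 pg/mL final, and were incubated 18 hours at 37 degrees C. Viability was read by CellTiter-Glo luminescence. Media-only wells were set as complete cell-killing and DMSO as no toxicity.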
SW480 rerep – A quantitative high throughput screen for small molecules that induce DNA re-replication in SW480 colon adenocarcinoma cells. actives 1.8% (n = 340,000). Potency, µM (top dose mostly 46.1 µM), inactives show top-dose re-replication activation, usual class: activators. SW480 DNA re-replication, Hoechst DNA content imaging, 48 h; further: potency means the concentration at half of the fitted maximal effect; % of control where 0% means no effect; nearly all actives have a fitted effect of over 55% in size
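Hoechst fluorescence of nuclei (405 nm excitation, 500-530 nm emission) measured by plate-scanning imager after 48 hr compound exposure at 37 C; re-replication scored as increased number of nuclei with elevated intensity.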
* marks the source's active call; other numbers are inactive results; [ ] = dose if it differs, or a comment. Unless noted, the call rests on the fitted dose curve; in most records, active means well fitted curve in the direction sought with a large enough effect; inconclusive means small, poorly fitted or top-dose-only effect, or another doubt; inactive means no such curve, though single readings can be large; an effect the other way counts as inactive or inconclusive. Rows are unselected; about 8.9% have a hit in one of these screens.

Screening Cc1ccc(S(=O)(=O)NCC(=O)N(CC(=O)NC(C)(C)C)Cc2ccc3c(c2)OCO3)cc1 returned ATXN2 expr inh -3%, ATXN viability inactive, IL1B secr inh -7, HT1080 IDH1KD tx 2%, MCF10A rereplic 3%, KB-3-1 cytotox 23%, HT1080NT lethal -2%, HepG2 viability -4% and SW480 rerep 6%.
CCOC(=O)C1CCN(c2nc(C)nc3c2oc2ccccc23)CC1 was read as ATXN2 expr inh -13%, ATXN viability inactive, IL1B secr inh 4, HT1080 IDH1KD tx -11%, MCF10A rereplic 2%, KB-3-1 cytotox -1%, HT1080NT lethal 3%, HepG2 viability 24% and SW480 rerep 0%.
Screening Cc1noc(NS(=O)(=O)c2ccc(NC(=O)c3oc4ccc(F)cc4c3C)cc2)c1C returned ATXN2 expr inh 37%, ATXN viability inactive, IL1B secr inh 18, HT1080 IDH1KD tx -21%, MCF10A rereplic 0%, KB-3-1 cytotox -10%, HT1080NT lethal -21%, HepG2 viability -1% and SW480 rerep -1%.
CC(C)c1ccc(NC(=O)NC2CC3CCC(C2)N3Cc2cccs2)cc1 (configuration not stated) was read as ATXN2 expr inh -4%, ATXN viability inactive, IL1B secr inh 3, HT1080 IDH1KD tx -1%, MCF10A rereplic 1%, KB-3-1 cytotox 0%, HT1080NT lethal 1%, HepG2 viability -17% and SW480 rerep 11%.
Screening O=C(CCc1c[nH]c2ccccc12)NCCc1ccc2c(c1)OCCO2 returned ATXN2 expr inh 13%, ATXN viability inactive, IL1B secr inh -1, HT1080 IDH1KD tx 11%, MCF10A rereplic 4%, KB-3-1 cytotox 17%, HT1080NT lethal 12%, HepG2 viability -20% and SW480 rerep -10%.
`Cn1nc(C(=O)NCCc2ccc(S(N)(=O)=O)cc2)c2c1-c1ccccc1S(=O)(=O)C2` gave ATXN2 expr inh -8%, ATXN viability inconclusive, IL1B secr inh 0, HT1080 IDH1KD tx 14%, MCF10A rereplic -10%, KB-3-1 cytotox 9%, HT1080NT lethal 4%, HepG2 viability 5% and SW480 rerep -1%.
COc1ccc2ccccc2c1CNC(C)c1ccccc1 (configuration not stated) was read as ATXN viability inactive, IL1B secr inh -55*, HT1080 IDH1KD tx inconclusive, MCF10A rereplic -16%, KB-3-1 cytotox -8%, HT1080NT lethal -27%, HepG2 viability -30% and SW480 rerep inconclusive.
`Cc1ccc(NCC(=O)N/N=C/c2cccn2C)cc1` gave ATXN2 expr inh 12%, ATXN viability inactive, IL1B secr inh -22, HT1080 IDH1KD tx 12%, MCF10A rereplic 0%, KB-3-1 cytotox 12%, HT1080NT lethal -1%, HepG2 viability 14% and SW480 rerep 21%.
Screening CCC1CCCCN1CCCNC(=O)CSc1nc2nc(C)c(Cc3ccccc3)c(C)n2n1 (configuration not stated) returned ATXN2 expr inh -16%, ATXN viability inactive, IL1B secr inh -67*, HT1080 IDH1KD tx -1%, MCF10A rereplic -3%, KB-3-1 cytotox -5%, HT1080NT lethal -18%, HepG2 viability -10% and SW480 rerep 0%.
Screening CC(=O)c1cccc(NC(=O)Nc2cnn(Cc3ccc(Cl)cc3Cl)c2)c1 returned ATXN2 expr inh -26%, ATXN viability inactive, IL1B secr inh inconclusive, HT1080 IDH1KD tx 14µM*, MCF10A rereplic inconclusive, KB-3-1 cytotox inconclusive, HT1080NT lethal inconclusive, HepG2 viability -21% and SW480 rerep -2%.
For COc1ccc(S(=O)(=O)Nc2nnc(Cc3ccc(OC)c(OC)c3)s2)cc1 the results were ATXN2 expr inh -14%[11.3 µM], ATXN viability inactive, IL1B secr inh 7, HT1080 IDH1KD tx 10%, MCF10A rereplic -4%, KB-3-1 cytotox 0%, HT1080NT lethal -6%, HepG2 viability -3% and SW480 rerep 5%.
CC(NC(=O)C1CCN(S(=O)(=O)Cc2ccccc2)CC1)c1ccccc1 (configuration not stated) was read as ATXN2 expr inh -6%, ATXN viability inactive, KB-3-1 cytotox 20% and HepG2 viability 0%.
Screening Cc1ccn2cc(-c3cc4ccccc4oc3=O)nc2c1 returned ATXN2 expr inh -11%, IL1B secr inh 0, HT1080 IDH1KD tx -21%, MCF10A rereplic 13%, KB-3-1 cytotox -12%, HT1080NT lethal -20%, HepG2 viability -8% and SW480 rerep 21%.
`O=C(CNC(=O)c1ccc2c(c1)OCCO2)N/N=C/c1ccc(O)cc1O` gave ATXN2 expr inh -21%, ATXN viability inactive, IL1B secr inh 10, HT1080 IDH1KD tx inconclusive, MCF10A rereplic inconclusive, KB-3-1 cytotox 1%, HT1080NT lethal -19%, HepG2 viability -17% and SW480 rerep inconclusive.
Screening Cc1ccc(/C=c2\sc3n(c2=O)CN(c2cccc(Br)c2)CN=3)o1 returned ATXN2 expr inh -18%, ATXN viability inactive, IL1B secr inh -51*, HT1080 IDH1KD tx 5%, MCF10A rereplic 7%, KB-3-1 cytotox 13%, HT1080NT lethal -1%, HepG2 viability -20% and SW480 rerep 0%.

Retrieved by structure from the entries so far (two):
Screening Cc1noc(NS(=O)(=O)c2ccc(NC(=O)c3oc4ccc(F)cc4c3C)cc2)c1C returned ATXN2 expr inh 37%, ATXN viability inactive, IL1B secr inh 18, HT1080 IDH1KD tx -21%, MCF10A rereplic 0%, KB-3-1 cytotox -10%, HT1080NT lethal -21%, HepG2 viability -1% and SW480 rerep -1%.
CC(C)c1ccc(NC(=O)NC2CC3CCC(C2)N3Cc2cccs2)cc1 (configuration not stated) was read as ATXN2 expr inh -4%, ATXN viability inactive, IL1B secr inh 3, HT1080 IDH1KD tx -1%, MCF10A rereplic 1%, KB-3-1 cytotox 0%, HT1080NT lethal 1%, HepG2 viability -17% and SW480 rerep 11%.

(further entries)
Screening NS(=O)(=O)c1cccc(NC(=O)c2ccno2)c1 returned ATXN2 expr inh 4%, ATXN viability inactive, IL1B secr inh 12, HT1080 IDH1KD tx 4%, MCF10A rereplic 3%, KB-3-1 cytotox -1%, HT1080NT lethal 6%, HepG2 viability -5% and SW480 rerep 1%.
`CCOC(=O)N1CCC(NC(=O)CCC(=O)N2CC(C)Oc3ccccc32)CC1` (configuration not stated) gave ATXN2 expr inh 12%, ATXN viability inactive, IL1B secr inh 12, HT1080 IDH1KD tx -8%, MCF10A rereplic 8%, KB-3-1 cytotox 2%, HT1080NT lethal -1%, HepG2 viability -6% and SW480 rerep -2%.
For COc1ccc(C(=O)Nc2ccccc2N2CCN(C(=O)c3ccccc3)CC2)cc1Br the results were ATXN2 expr inh -30%, ATXN viability inactive, IL1B secr inh inconclusive, HT1080 IDH1KD tx -24%, MCF10A rereplic 5%, KB-3-1 cytotox inconclusive, HT1080NT lethal -18%, HepG2 viability -4% and SW480 rerep -1%.
`CCN(C(=O)c1cn(C)c(=O)c2cc(OC)c(OC)cc12)c1cc(OC)ccc1OC` gave ATXN2 expr inh -3%, ATXN viability inactive, IL1B secr inh 7, HT1080 IDH1KD tx 8%, MCF10A rereplic -1%, KB-3-1 cytotox -1%, HT1080NT lethal 5%, HepG2 viability -2% and SW480 rerep -5%.
For CCOC(=O)CNC(=O)c1cc(OC)cc(OC)c1 the results were ATXN2 expr inh 18%, ATXN viability inactive, IL1B secr inh 5, HT1080 IDH1KD tx 12%, MCF10A rereplic 1%, KB-3-1 cytotox 19%, HT1080NT lethal inconclusive, HepG2 viability 11% and SW480 rerep -20%.
For CC(C)NC(=O)Cn1c(SCC(=O)c2ccc(F)cc2)nc2ccccc21 the results were ATXN2 expr inh 158%[activator], ATXN viability inactive, IL1B secr inh -6, HT1080 IDH1KD tx 7%, MCF10A rereplic 0%, KB-3-1 cytotox 7%, HT1080NT lethal 12%, HepG2 viability 3% and SW480 rerep 0%.
`COC(=O)CSc1nc(N2CCOCC2)c2c(c1C#N)CC(C)(C)N(C)C2` gave ATXN2 expr inh 12%, ATXN viability inactive, IL1B secr inh inconclusive, HT1080 IDH1KD tx 18%, MCF10A rereplic 3%, KB-3-1 cytotox 0%, HT1080NT lethal 11%, HepG2 viability 9% and SW480 rerep 2%.
For Cc1ccccc1N1CCN(Cc2nc(Cc3ccccc3)no2)CC1 the results were ATXN2 expr inh -9%, IL1B secr inh 4, HT1080 IDH1KD tx 9%, MCF10A rereplic 11%, KB-3-1 cytotox -24%, HT1080NT lethal 16%, HepG2 viability -16% and SW480 rerep 0%.
Screening O=C(CSc1nnc(-c2cccnc2)o1)N1CCCCC1 returned ATXN2 expr inh 13%, ATXN viability inactive, IL1B secr inh 4, HT1080 IDH1KD tx 15%, MCF10A rereplic -2%, KB-3-1 cytotox -1%, HT1080NT lethal 0%, HepG2 viability 0% and SW480 rerep -7%.
For NC(=O)c1cc2ccccc2o/c1=N/NC(=O)c1cccs1 the results were ATXN2 expr inh 5%, ATXN viability inactive, IL1B secr inh inconclusive, HT1080 IDH1KD tx 2%, MCF10A rereplic -2%, KB-3-1 cytotox 22%, HT1080NT lethal 12%, HepG2 viability -11% and SW480 rerep -15%.
`Cc1nn(C)cc1C1C2=C(CC(C)(C)CC2=O)N(c2ccccc2)C2=C1C(=O)CC(C)(C)C2` gave ATXN2 expr inh -11%, ATXN viability inactive, IL1B secr inh 21, HT1080 IDH1KD tx -1%, MCF10A rereplic -4%, KB-3-1 cytotox -3%, HT1080NT lethal 0%, HepG2 viability -23% and SW480 rerep -4%.
`Cc1ccc(-c2csc(/C(C#N)=C/Nc3ccc4c(c3)OCCO4)n2)cc1` gave ATXN viability inactive, IL1B secr inh 10, HT1080 IDH1KD tx 7%, MCF10A rereplic 3.7µM*, KB-3-1 cytotox 8%, HT1080NT lethal 14%, HepG2 viability -16% and SW480 rerep inconclusive.

Screening data as filed in PubChem BioAssay.
